# Bioassay records from PubChem.
# WT yeast gro inh = growth inhibition of WT strain, primary screen, mitochondrial fusion inhibitor project, WT and mutant strains, chemical genetic; inhibition, % at 10 µM; actives 2.1% (n = 190,000); mitochondrial fusion phenotypic screen; in the data active = inhibition above about 58%; tested in S. cerevisiae
# Yfh1-depleted yeast = enhancers of respiration in Yfh1-depleted yeast, dose response, Friedreich's ataxia, plus single-dose screen (AID 1465); S. cerevisiae Yfh1-off respiration, WST-1 reduction, 72 h; higher fold induction means a stronger effect; fold induction at 50 µM; hits with a dose series show EC50 in µM; actives 0.074% (n = 220,000);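 active = fold induction of absorbance versus untreated yeast above a set limit, then at least 30% activation at any dose in follow-up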;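 also: activators that raise dye reduction in frataxin-depleted yeast; strong numbers were not always called active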
# Lipid droplet = inhibitors of hepatocyte lipid droplet formation, primary screen, imaging, high-throughput imaging, BODIPY stain; AML12 mouse hepatocytes, oleate lipid droplets; inhibition, % at 6.5 µM; actives 0.4% (n = 240,000); AID 1656, 2009;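 active = lipid droplet intensity inhibited by at least 50%, with more than 500 cells counted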
#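 Technique: fluorescence imaging, 20x objective, two fields per well / Assay system: AML12 hepatocytes (mouse) / Measure: % inhibition of lipid droplet signal / Doses: 6.5 µM single-point dosing / Incubation: overnight exposure / Reagent: 100 µM oleic acid challenge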
# b-catenin transl = modulators of beta-catenin nuclear translocation, primary screen, imaging, HeLa cells, immunofluorescence, high-content; nuclear translocation activity, % at 5 µM; actives 0.3% (n = 190,000);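 active = nuclear translocation activity above 50% at 5 µM, with a well cell count of 50 or more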;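 also: per-cell ratio of nuclear to cytoplasmic median beta-catenin stain intensity; plate controls were DMSO negative control for no effect and GSK-3 inhibitor IX positive control for full effect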
#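 Test system: HeLa cells, endogenous beta-catenin; Compound: single 5 µM dose plus 0.02–20 µM confirmation series; Times: compound exposure 24 h at 37°C; Signal: fluorescence imaging of beta-catenin antibody stain plus DAPI; Read-out: % activation, nuclear-to-cytoplasmic median beta-catenin signal ratio per cell.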
# Autophagy mod = autophagy modulators in MEF cells, primary screen, imaging, high-content, MEF GFP-LC3 | calls only at 10 µM (by protocol) | actives 0.98% (n = 190,000) | MEF GFP-LC3 puncta imaging; test concentration mostly 10 µM | AID 463193, 2010;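 active = percentage of spot-positive cells more than 3 SD above its plate mean, without a fluorescence outlier flag or 80% toxicity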;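 also: spot-positive cell cutoff set from DMSO-treated cells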
# MT stabilize HCS = microtubule stabilizers in HeLa cells, primary screen, imaging, high-content imaging; HeLa tubulin immunostaining HCS, 24 h; share of cells brighter than vehicle mean+2SD; % tubulin-high responders, % at 10 µM; actives 0.83% (n = 200,000); AID 2205, 2009;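 active = plate Z-score above 3 for both tubulin-high and condensed-nucleus cell shares, with cell loss under 80%, at 10 µM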;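 also: anti alpha tubulin signal scored within the nucleus-defined area of each cell; some results filed as inactive read as strong as hits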
# Ins promoter up = insulin promoter activators in MIN6 cells, imaging, high-content screening, mouse beta cells | actives 0.3% (n = 190,000) | z-score at 5 µM | MIN6 insulin promoter-GFP reporter; stronger effect = higher value;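 active = z-score above 3 at 5 µM with at least 500 cells counted in the well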
# Dynein transport = inhibitors of GR-EGFP nuclear translocation, primary screen, dynein cargo transport inhibitor project, imaging, high-content, 3617.4 mouse cells. z-score, hits read low. AID 1381, 2008. actives 0.47% (n = 220,000). test concentration mostly 20 µM; stimulated with dexamethasone, 1 µM; stronger effect = lower value;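 active = plate z-score of nuclear minus cytoplasmic receptor signal below a set negative limit, without overly bright fluorescence or cell loss, cut at about -3.5 in these data, passing the limit was not always enough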;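 also: z-score of nuclear minus cytoplasmic ring GR-EGFP intensity difference per well; some compounds called inactive have numbers as strong as hits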
#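 Buffer or medium: tetracycline-free induction medium containing charcoal-stripped FBS / Reagent: dexamethasone agonist, 1.0 µM final, for 30 min / Technique: automated 10x imaging of fixed Hoechst-stained cells / Times: induction 48 h, compound 1 h, agonist 30 min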
# HEK293 NOD2/NF-kB = NOD2 signaling inhibitors, cell-based, luminescence, uHTS, HEK293 (AID 1566); HEK293 NOD2/NF-kB luciferase reporter, luminescence; higher % means a stronger effect; inhibition, % at 4 µM; hits with a dose series show EC50 in µM; actives 0.63% (n = 290,000); in the data active = inhibition above about 50%; also: many of its hits are not listed in these tables
# WT yeast gro inh mutant strain = recorded beside WT yeast gro inh, whose call it bears; inhibition, %; mitochondrial fusion phenotypic screen, mutant strain inhibition
# Dynein transport cytoplasmic EGFP = second read-out of Dynein transport, no call of its own (marks repeat the call); z-score; measured here: cytoplasmic GR-EGFP intensity; stronger effect = higher value
# Dynein transport nuclear GR-EGFP = second read-out of Dynein transport, no call of its own (marks repeat the call); z-score; measured here: nuclear GR-EGFP intensity;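 lower value marks the stronger effect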
# Dynein transport cell count = also measured in Dynein transport; calls as there; z-score; measured here: cell count per field
# Ins promoter up cell count = second read-out of Ins promoter up, no call of its own (marks repeat the call); cell count; measured here: cytotoxicity, nuclei count;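 total cells summed across four imaged fields per well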
# Lipid droplet cells 6.5 µM = recorded beside Lipid droplet, whose call it bears; cell count; measured here: cell count, cytotoxicity flag;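 cells counted across two imaged fields per well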
# b-catenin transl cell count 5 µM = further read-out of b-catenin transl, marked with its call; cell count; measured here: cell count, cytotoxicity flag
# MT stabilize HCS Hoechst-high % = also measured in MT stabilize HCS; calls as there; % Hoechst-high responders; measured here: nuclear condensation Hoechst responders;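 share of cells brighter than vehicle mean plus two SD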
# MT stabilize HCS cytotoxicity % = also measured in MT stabilize HCS; calls as there; toxicity, %; measured here: cytotoxicity by cell density;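 0% = mean cell density of plate MIN control wells and 100% = no cells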
# Autophagy mod cell loss 18 h = second read-out of Autophagy mod, no call of its own (marks repeat the call); toxicity, %; measured here: cell loss, nuclei count;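 cell loss after 18 h compound exposure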
# Active calls of the source: *; i = inactive; nt = not tested or not shown; + = active, no number.
Compound	WT yeast gro inh	WT yeast gro inh mutant strain	Yfh1-depleted yeast	Lipid droplet	Lipid droplet cells 6.5 µM	b-catenin transl	b-catenin transl cell count 5 µM	Autophagy mod	Autophagy mod cell loss 18 h	MT stabilize HCS	MT stabilize HCS Hoechst-high %	MT stabilize HCS cytotoxicity %	Ins promoter up	Ins promoter up cell count	Dynein transport	Dynein transport cytoplasmic EGFP	Dynein transport nuclear GR-EGFP	Dynein transport cell count	HEK293 NOD2/NF-kB
CCOc1cccc(-c2nnc3sc(COc4ccc(OC)cc4)nn23)c1	18.0	18.1	i	8.4	626	-0.9	1016	i	1.9	1.4	1.5	2.4	0.7	1741	-1.03	-0.252	-0.32	0.393	18.4%
CC(=O)Nc1c(C(=O)c2ccccc2)oc2ccccc12	-2.6	9.7	i	nt	nt	4.7	1383	i	1.2	6.3	2.6	14.8	0.37	1485	-0.207	-0.337	0.148	1.08	2.1%
CCOC(=O)/C(C#N)=C\C=C1C=CN(C)C=C1	-11.3	-5.9	96µM*	nt	nt	-1.8	1416	i	-2.4	3.2	1.8	3.3	1.95	1610	1.71	0.883	1.21	-0.166	-42.4%
O=C1NC2(CCCCC2)C(=O)N1Cc1cc(=O)n2ccsc2n1	-0.2	-15.0	i	-8.2	704	1.1	1163	i	9.2	2.2	1.8	6.0	-1	1337	-0.625	-0.208	-0.222	0.663	-7.7%
COc1ccc(C)cc1NC(=O)CSc1nnc(-c2ccc(Br)cc2)o1	-1.4	3.6	i	1.2	789	-3.3	1196	i	4.9	1.7	1.5	9.0	1.23	1183	0.372	0.259	0.275	-0.692	3.5%
Cc1ccc(C(=O)O/N=C(\N)c2cccc([N+](=O)[O-])c2)cc1	26.9	36.8	i	nt	nt	-1.9	838	i	6.6	1.8	1.6	6.5	1.92	1417	-0.21	-0.234	-0.508	0.423	-98.3%
COc1ccc(/C=N/NC(=O)c2[nH]nc3c2CCc2ccccc2-3)cc1OC	5.2	5.4	i	-25.8	410	127.4*	197*	i	29.8	22.3*	39.5*	58.6*	-0.35	893	-0.0933	-0.28	0.231	-0.37	-10.7%
O=C(c1ccc(F)cc1)N(Cc1ccccc1)C1CCS(=O)(=O)C1 (stereo not drawn)	-6.3	-54.5	i	nt	nt	-5.7	761	i	0.3	1.5	1.3	7.8	2.28	1210	-0.564	-0.224	-0.121	0.465	10.7%
Cc1ccc(Nc2nc(-c3cccnc3)nc3ccccc23)cc1	nt	nt	i	18.7	683	-0.5	1400	nt	nt	nt	nt	nt	0.09	802	-0.0837	0.0657	-0.103	0.542	4.2%
C=C1CCN(Cc2ccccc2)S(=O)(=O)c2ccccc21	nt	nt	i	-0.7	711	-2.0	1143	nt	nt	nt	nt	nt	0.43	976	-0.355	-0.778	-0.0856	0.433	5.6%
N#CC(C(=O)NC1CCCCC1)c1nc2ccccc2nc1N1CCN(c2ccc(F)cc2)CC1 (stereo not drawn)	15.4	7.9	i	10.4	799	-1.9	1198	+	-5.3*	4.2	2.1	5.2	-0.02	1420	-0.135	0.857	0.25	-0.175	-8.5%
COc1ccc(CCNC(=O)COc2ccccc2[N+](=O)[O-])cc1OC	nt	nt	i	11.2	698	-0.7	1296	nt	nt	nt	nt	nt	0.06	1121	-0.401	-0.0941	0.469	-0.311	-7.5%
CCc1cccc(C)c1NC(=O)COC(=O)c1ccc2c(c1)S(=O)(=O)c1ccccc1C2=O	12.6	11.7	i	1.5	748	-4.8	550	i	19.9	3.2	0.7	3.8	-0.45	1234	1.81	0.224	1.53	-1.06	-3.1%
COc1ccc(-c2nc3ccccn3c2NCc2ccc3c(c2)OCO3)cc1	37.1	22.2	i	-28.3	735	0.2	562	i	3.7	2.7	1.6	4.1	nt	nt	-0.937	-0.23	-0.652	0.503	-38.2%
COc1ccc(C(=O)/C=C/C(=O)N(CC(=O)NCCC(C)C)Cc2cccs2)c(O)c1	31.8	-7.4	i	22.1	758	7.8	628	i	-12.8	1.5	1.6	3.2	1.18	1147	-6.14*	2.55*	-2.42*	1.3*	-3.4%
C=CCN1CCc2nc(N)sc2CC1	-1.4	-21.6	i	-10.0	688	nt	nt	i	-8.7	4.1	2.4	5.5	nt	nt	2.37	-0.175	1.46	-0.936	8.7%
Cc1ccc(-c2ccc(/C=C3/NC(=O)NC3=O)o2)cc1[N+](=O)[O-]	-7.8	9.0	i	48.4	635	0.0	1028	i	1.5	1.4	1.5	6.8	-1.01	1010	-0.382	-0.212	-0.246	0.467	-6.0%
O=C(NCCCl)NNc1c(Cl)cc(Cl)cc1Cl	16.3	9.4	i	-4.6	762	-1.3	1092	i	8.7	2.9	2.0	6.0	1.06	1234	-0.917	-0.183	-0.392	1.34	-15.7%
Cc1ccc(C)c(NC(=S)Nc2ccc(S(=O)(=O)Nc3ncccn3)cc2)c1	19.1	-0.3	i	11.0	627	2.2	933	+	-10.0*	2.6	1.9	4.5	nt	nt	0.662	0.94	0.541	-1.13	-2.3%
COCCNC(=O)CN(c1cc(Cl)ccc1OC)S(=O)(=O)c1ccc(C)c([N+](=O)[O-])c1	-3.6	-11.3	i	-5.1	570	-0.1	1519	i	-13.7	2.8	2.5	4.3	0.73	1437	-1.12	-0.00461	-0.577	1.91	0.2%
COc1ccc(C2/C(=C(/O)c3ccc(Cl)cc3)C(=O)C(=O)N2CCN2CCOCC2)c(OC)c1 (stereo not drawn)	19.6	1.6	nt	nt	nt	nt	nt	i	13.2	3.9	1.7	6.4	nt	nt	-0.296	-0.209	-0.00642	-0.0135	-0.2%
COc1cc2[nH]c(=O)n(Cc3ccc(C(=O)NC4CCN(Cc5ccccc5)CC4)cc3)c(=O)c2cc1OC	-18.1	-11.9	i	-13.1	701	-2.0	1085	i	23.2	2.3	2.2	0.2	0.21	1167	-0.406	-0.172	-0.314	0.115	10.4%
COc1ccc(/C=C/C(=O)c2ccccc2)cc1Cn1nnc2ccccc21	23.5	-6.1	i	-11.6	660	-3.7	1067	i	10.6	6.3	5.8	11.2	2.07	1189	-1.16	-0.0979	-0.769	-0.217	14.2%
CCCCC(=O)Nc1ccc(C(=O)NCC(=O)OC)cc1	20.6	-8.6	i	14.3	682	-0.4	1062	i	-6.6	2.2	1.3	6.2	-0.03	1294	-0.251	-0.232	0.149	0.00613	-10.9%
O=C(NCCCN1CCCC1=O)c1cccs1	3.6	4.9	nt	2.6	759	-0.8	1168	i	11.3	6.5	1.6	3.8	1.49	1384	-1.09	-0.186	-0.227	0.104	-5.1%
Cn1cc(-c2ccccc2)cc(C#N)c1=O	4.3	4.8	i	nt	nt	0.4	1069	i	2.3	3.0	2.4	5.0	0.73	1348	-1.23	-0.317	-0.556	1.37	2.5%
CCN(CC)c1ccc(/C=N/NC(=O)c2c(Cl)c(C)nn2C)cc1	-6.8	-4.3	i	nt	nt	2.1	490	i	1.8	3.5	3.2	4.4	-0.03	1089	-0.671	-0.284	-0.449	0.361	0.3%
O=C(Cn1nnc(-c2ccccc2)n1)OCc1csc(-c2ccccc2)n1	1.3	-7.7	i	nt	nt	-5.6	983	i	-15.0	1.8	2.4	12.9	0.48	1204	0.467	-0.148	0.205	-0.677	-15.4%
CC1(C)CC(=O)C2=C(C1)OC(N)=C(C#N)C21CCC2(CC1)OCCO2	9.6	8.6	i	-5.9	728	-2.7	1187	i	-6.2	2.5	2.1	3.0	0.6	1254	-0.536	1.04	-0.15	0.41	12.0%
COc1ccc(CCN2C(=O)CC(Sc3ncccc3C(=O)O)C2=O)cc1OC (stereo not drawn)	-13.1	-1.1	i	20.7	736	-1.7	968	i	-11.3	3.7	1.4	6.3	0.05	1748	1.29	0.773	1.39	-2.18	-2.9%
Cc1ccc(-n2nc(N)c3c(=O)oc(N(C)C)nc32)cc1	13.1	-7.6	i	nt	nt	nt	nt	i	13.9	2.3	2.1	8.4	nt	nt	-0.628	-0.218	-0.819	0.502	10.8%
O=C1N/C(=N/Nc2ccccc2)S/C1=C\c1ccccc1	24.9	25.9	nt	nt	nt	1.5	1400	i	17.8	3.1	1.0	4.8	3.19*	1251*	0.477	-0.209	0.813	-0.324	-79.1%
CC(=O)NS(=O)(=O)c1ccc2sc(C)nc2c1	nt	nt	i	-1.9	711	3.0	921	nt	nt	nt	nt	nt	0.57	1462	-0.431	-0.249	-0.448	0.999	11.6%

# Single values from above:
# Dynein transport cell count result of N#CC(C(=O)NC1CCCCC1)c1nc2ccccc2nc1N1CCN(c2ccc(F)cc2)CC1 (stereo not drawn) → -0.175
# Ins promoter up cell count result of Cn1cc(-c2ccccc2)cc(C#N)c1=O → 1348

# These rows are one share of the data (hit frequency here may not be typical).
